rCAG binder = binds r(CAG) RNA repeats; r(CAG) RNA repeat, TO-PRO-1 dye displacement fluorescence; inhibition, % at 3 µM; hit rate 1.3% among 370,000; AID 651821;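 active means inhibition above the plate cutoff, the mean of all test compounds on that plate plus 3 SD, cut at about 35% in these data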;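 further: 0% = DMSO alone and 100% = 100 µM mitoxantrone as full dye displacement; higher means more dye released from RNA so lower well fluorescence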
TCR CD3 inh = human TCR-CD3 binding inhibition; TAMRA-labeled TCR probe fluorescence, biochemical; inhibition, % at 9.4 µM; hit rate 0.37% among 360,000; AID 651800; in the data active means inhibition above about 19%;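 further: recombinant mutant TCR 2C K166C tagged with TAMRA read by polarization; 0% = receptor in buffer alone and 100% = receptor with positive control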
PG9 binder = PG9 antibody binding by small molecule. inhibition, % at 6.7 µM. AID 624416. TR-FRET gp120-PG9 antibody binding. hit rate 0.43% among 360,000; in the data active means inhibition above about 8.5%
MBD2 inh = inhibitors of human MBD2 binding to methylated oligonucleotide | inhibition, % at 4.4 µM | TR-FRET | hit rate 0.31% among 370,000; in the data active means inhibition above about 13%
LEDGF integ inh = blocks HIV-1 LEDGF/p75-dependent DNA integration; TR-FRET IN-LEDGF/p75 DNA integration, Eu/Cy5; inhibition, % at 3.7 µM; hit rate 0.64% among 370,000; AID 743269;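 active means inhibition above the screen-wide mean plus 3 SD, cut at about 13% in these data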;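 further: signal is the Cy5 over europium emission ratio at 671 and 618 nm; 0% = plate median of compound wells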
PRMT1 FP inh = PRMT1 (human) inhibition, primary screen; recombinant PRMT1, activity-based probe fluorescence polarization; AID 652257; Q99873; inhibition, % at 2.79 µM; hit rate 1.3% among 370,000;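 active means inhibition above about 21% made by adding two undisclosed values, limit read from the data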
HTRA1 inhibitor = inhibitors of human serine peptidase HTRA1. Q92743. recombinant HTRA1, FP-rhodamine activity-based probe, fluorescence polarization. inhibition, % at 5.96 µM. hit rate 0.5% among 340,000. AID 504803; in the data active means inhibition above about 36%;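 further: 0% = enzyme with DMSO and 100% = wells lacking enzyme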
UHRF1 binding = human UHRF1 methylated DNA binding inhibitors; UHRF1 binding to methylated oligo, TR-FRET; inhibition, % at 4.4 µM; hit rate 0.75% among 370,000; AID 687016; in the data active means inhibition above about 21%;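 further: UHRF1 SRA domain binding a hemimethylated CpG hairpin DNA probe; 0% = median of test compound wells and 100% = reference inhibitor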
Target sequence (Q96T88 whole entry, looked up, the tested form may be a part): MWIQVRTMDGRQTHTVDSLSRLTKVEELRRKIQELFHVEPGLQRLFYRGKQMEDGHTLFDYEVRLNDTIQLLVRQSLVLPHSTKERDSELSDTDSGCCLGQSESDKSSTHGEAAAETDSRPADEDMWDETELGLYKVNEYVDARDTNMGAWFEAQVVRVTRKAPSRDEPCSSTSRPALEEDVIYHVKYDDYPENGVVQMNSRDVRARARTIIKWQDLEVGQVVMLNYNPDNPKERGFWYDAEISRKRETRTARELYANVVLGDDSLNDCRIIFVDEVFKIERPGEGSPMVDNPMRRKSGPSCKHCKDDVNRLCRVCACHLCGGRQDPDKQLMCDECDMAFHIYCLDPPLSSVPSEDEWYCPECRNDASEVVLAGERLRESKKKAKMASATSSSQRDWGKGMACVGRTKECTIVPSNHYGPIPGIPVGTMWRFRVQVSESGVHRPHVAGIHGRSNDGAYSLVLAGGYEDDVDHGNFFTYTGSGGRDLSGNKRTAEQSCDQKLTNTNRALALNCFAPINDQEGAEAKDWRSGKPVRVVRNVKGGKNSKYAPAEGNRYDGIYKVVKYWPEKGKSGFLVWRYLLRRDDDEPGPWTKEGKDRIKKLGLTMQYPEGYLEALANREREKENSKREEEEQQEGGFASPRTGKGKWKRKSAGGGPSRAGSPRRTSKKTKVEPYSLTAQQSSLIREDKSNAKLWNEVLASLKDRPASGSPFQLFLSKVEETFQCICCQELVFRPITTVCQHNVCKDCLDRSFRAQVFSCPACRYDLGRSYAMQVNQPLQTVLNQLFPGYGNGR
NR1D1 modulator = modulators of human Rev-erb alpha DNA binding; activity, % at 10 µM; AID 1259318; Rev-erbα–FITC-DNA binding, fluorescence polarization, 90 min; P20393; hit rate 0.79% among 370,000;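 active means activity above about 14%, limit read from the data; passing the limit was not always enough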;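 further: 0% = DMSO wells with 35 nM protein and 100% = DMSO wells with 750 nM protein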
ABHD4 inh = inhibitors of mouse ABHD4. Q8VD66. purified mABHD4, FP-Rh probe fluorescence polarization. inhibition, % at 8.92 µM. hit rate 0.54% among 370,000;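 active means inhibition exceeding the mean over every tested compound plus 3 SD, cut at about 30% in these data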;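 further: 0% = plate median of compound wells and 100% = S159A mutant with DMSO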
Target sequence (Q8VD66 whole entry, looked up): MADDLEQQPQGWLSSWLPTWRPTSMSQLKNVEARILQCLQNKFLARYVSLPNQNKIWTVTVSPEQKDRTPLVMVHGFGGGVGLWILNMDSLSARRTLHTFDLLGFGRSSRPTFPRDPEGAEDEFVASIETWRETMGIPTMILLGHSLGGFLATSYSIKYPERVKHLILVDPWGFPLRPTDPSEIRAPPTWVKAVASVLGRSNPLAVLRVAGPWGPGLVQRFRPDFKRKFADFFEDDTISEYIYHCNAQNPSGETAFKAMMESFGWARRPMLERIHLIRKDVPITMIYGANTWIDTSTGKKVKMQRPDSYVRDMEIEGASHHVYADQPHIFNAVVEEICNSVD
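Assay system: wild-type mouse ABHD4 protein; compound: single nominal dose of 8.92 µM, 0.89% DMSO final; schedule: 45 min + 60 min at 25 °C; measured by: FP readout, ex 525 nm / em 598 nm; evaluation: % inhibition of FP-Rh probe binding versus controls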
* = called active by the depositor; . = not tested or not shown; & = joins results of further samples. Only part of the results is shown (hit frequency here may not be typical).

No.	Molecule	TCR CD3 inh	rCAG binder	LEDGF integ inh	ABHD4 inh	HTRA1 inhibitor	MBD2 inh	PG9 binder	PRMT1 FP inh	UHRF1 binding	NR1D1 modulator
1	O=C(NC1CCCC1)C1CCCN(S(=O)(=O)c2cnc[nH]2)C1 (stereo unspecified)	4	0	0	4	2	-10	0.5	-4	-1	-4
2	Nc1ccc(S(=O)(=O)NCC(=O)OC2CCOC2=O)cc1[N+](=O)[O-] (stereo unspecified)	-1	7	0	-4	1	-5	1.0	0	1	-3
3	CC(=O)N1CCN(C(=O)CCc2nc3sc4c(c3c(=O)[nH]2)CCCC4)CC1	-6	-5	-2	10	3	2	-0.5	2	0	-3
4	CCCCn1nnnc1C(c1ccccc1)N1CCN(c2ccc(OC)cc2)CC1 (stereo unspecified)	11	1	-2	-4	.	-6	0.1	-2	-3	5
5	O=C(c1ccccc1)C1CCN(C(=O)c2c(F)cccc2F)CC1	4	0	-3	7	2	-2	-1.8	-1	1	4
6	CCN1C(=O)[C@H]2[C@H]3CN=C(SCc4ccc(OC)cc4)N3[C@@](CC)(C(=O)OC)[C@H]2C1=O	2	0	3	1	6	4	-1.1	0	1	-4
7	CCOC(=O)CNC(=O)c1nn(-c2cccc(OC)c2)c(=O)c2ccccc12	-1	-4	0	5	-4	1	-0.9	6	2	0
8	Cc1nc2ccc(NC(=O)c3ccc(C)c(S(=O)(=O)N4CCOCC4)c3)cc2s1	-2	7	-2	-25	-13	2	1.7	18	5	3
9	COc1ccc(N2CCN(C(=O)c3ccc(CS(=O)Cc4ccc(C)cc4)o3)CC2)cc1 (stereo unspecified)	-2	-6	2	0	6	4	0.2	0	6	2
10	Cc1ccc(S(=O)(=O)N2CCOCC2)cc1NC(=O)c1cc([N+](=O)[O-])ccc1N1CCOCC1	-6	0	-3	3	-2	2	2.7	2	3	-1
11	Cc1ccccc1C1N(c2nccs2)C(=O)C2CCCN21 (stereo unspecified)	-1	1	2	8	3	-2	-3.3	1	0	0
12	COC(=O)c1[nH]c2ccc(C)cc2c1NS(=O)(=O)c1ccc(F)cc1	-4	3	-4	-4	-10	-4	-1.5	1	1	2
13	CCOc1ccccc1NC(=O)C1CCCN(S(=O)(=O)c2cccc3nsnc23)C1 (stereo unspecified)	5	-3	0	-2	1	6	-1.7	0	-3	-1
14	COc1ccc(N(CC(=O)NCCSc2ccccn2)S(C)(=O)=O)cc1Cl	2	-4	-4	-4	12	4	1.5	2	5	-5
15	COC(=O)c1ccc(CN(C(=O)N2CCN(C)CC2)S(=O)(=O)c2ccc(C)cc2)cc1	-1	-1	0	-2	5	-6	-1.4	-6	-4	-3
16	CCOc1cc(C(c2c(C)[nH][nH]c2=O)c2c(C)[nH][nH]c2=O)cc(Br)c1OC	-4	16	-6	5	13	-4	-0.2	9	-9	6
17	CCOC(=O)Cc1cc(C)[nH]c1C(=O)OCC	8	0	2	4	2	2	0.9	0	-2	-1
18	CCOC(=O)CSc1nnc(-c2cc(OC)c(OC)c(OC)c2)o1	-2	-6	-1	0	0	2	-0.3	2	2	-2
19	CCCCNC(=S)NCc1ccc2c(c1)cc(C)n2C	3	10	-3	13	13	-5	0.1	-4	-2	-6
20	COc1ccc(-n2c(SCC(=O)C(C)(C)C)nc3c(sc(=S)n3-c3ccccc3)c2=O)c(OC)c1	5	11	-2	-14	-55	-2	-2.2	0	-1	4

Compound profiles, as listed above:
Shown for O=C(c1ccccc1)C1CCN(C(=O)c2c(F)cccc2F)CC1 = TCR CD3 inh = 4; rCAG binder = 0; LEDGF integ inh = -3; ABHD4 inh = 7; HTRA1 inhibitor = 2; MBD2 inh = -2; PG9 binder = -1.8; PRMT1 FP inh = -1; UHRF1 binding = 1; NR1D1 modulator = 4
Shown for Nc1ccc(S(=O)(=O)NCC(=O)OC2CCOC2=O)cc1[N+](=O)[O-] (stereo unspecified) = TCR CD3 inh = -1; rCAG binder = 7; LEDGF integ inh = 0; ABHD4 inh = -4; HTRA1 inhibitor = 1; MBD2 inh = -5; PG9 binder = 1.0; PRMT1 FP inh = 0; UHRF1 binding = 1; NR1D1 modulator = -3

Remaining list, next part
No.	Molecule	TCR CD3 inh	rCAG binder	LEDGF integ inh	ABHD4 inh	HTRA1 inhibitor	MBD2 inh	PG9 binder	PRMT1 FP inh	UHRF1 binding	NR1D1 modulator
21	COc1ccc(C(=O)OCC(=O)NCc2ccccc2)c(OC)c1OC	-1	-6	1	2	12	2	-0.3	-2	1	-4
22	CSc1ccc(NC(=O)NCCCN2CCC(Cc3ccccc3)CC2)cc1	-1	12	0	3	5	7	-0.5	-2	20	-1
23	C[C@H]1CN(S(=O)(=O)C(C)(C)C)[C@H](CCO)/C1=C\CCO	-4	1	5	-4	.	-9	0.6	-3	1	-1
24	CCOC(=O)c1cc(NC(=O)c2cc(C)on2)cc(C(=O)OCC)c1	-11	-3	-2	8	-1	4	0.7	0	1	0
25	COc1ccc(CCC(C)NCC2CCCCC2)cc1 (stereo unspecified)	9	3	-1	2	5	-1	-2.0	-1	1	-4
26	COc1cc(C(=O)NC2CCN(C)CC2)ccc1Nc1ncc2c(n1)N(Cc1ccccc1)CCC(=O)N2C	4	0	-2	9	1	-3	-3.0	-1	-2	4
27	Cc1cc(S(=O)(=O)Nc2ccc(C(=O)NCC3CCCO3)cc2)ccc1F (stereo unspecified)	3	6	-3	-5	.	1	1.0	1	-2	-5
28	C=C(C)CCC(C)N1CCC(n2nccc2NC(=O)CCCc2ccccc2)CC1 (stereo unspecified)	4	-8	1	7	1	2	-1.6	-3	21*	7
29	Cn1cc(/C=C2/SC(=O)N(c3ccccc3)C2=O)c2ccccc21	5	0	0	-1	-4	-1	-0.3	-2	-1	0
30	Cc1ccc2c(c1)c1c3n2CCN(CC(O)CNC(C)C)C3CCC1 (stereo unspecified)	-2	10	-2	7	13	-9	-1.9	1	-1	4
31	CCCCCCC(=O)N1C/C=C\C(c2ccc(OC)cc2)N(Cc2ccc(F)cc2)C(=O)C1 (stereo unspecified)	4	0	-2	-3	-13	1	1.0	2	-1	-1
32	CCCCOc1ccc(/C=C(\C#N)C(=O)NC2CC2)cc1	-7	-7	-1	-4	.	4	-1.0	2	10	-6
33	Cc1nc(Nc2nc(-c3ccccc3)cc(=O)[nH]2)nc2ccccc12	2	37*	-1	-19	-33	10	2.9	3	11	-3
34	Cc1ccc(S(=O)(=O)NCCC(=O)OCc2ccc([N+](=O)[O-])cc2)cc1C	9	0	1	-2	-11	-1	-1.5	2	-2	0
35	COc1ccc(C#Cc2ccc3c(c2)O[C@H](CN(C)S(=O)(=O)c2ccccc2F)[C@H](C)CN([C@H](C)CO)S3(=O)=O)cc1	0	14	-3	-22	.	0	-0.5	4	1	-5
36	COc1ccc(C(N)c2csc(Nc3ccc(C(F)(F)F)cn3)n2)cc1 (stereo unspecified)	-1	9	13	34*	.	-2	-1.1	-2	-2	8
37	O=c1c(-c2nnc(SCc3ccc(Cl)cc3)o2)cccn1Cc1ccccc1	-1	2	3	-23	-52	3	1.0	-4	-4	0
38	CC(C)OC(=O)CSc1nnc(-c2ccncc2)n1N	0	-1	-4	8	-4	3	-0.6	2	1	5
39	Cc1ccc(S(=O)(=O)N(CC(=O)Nc2cccc([N+](=O)[O-])c2)C(=O)N2CCN(C)CC2)cc1	2	2	3	-2	-4	3	0.8	-1	-2	-1
40	Cc1noc(C(C)C)c1C(=O)Nc1ccc(-c2nnc3n2CCCCC3)cc1	0	-1	7	-15	-2	1	-1.9	-4	0	3
41	O=C(NCc1ccccc1)c1cc(C2CCCCN2S(=O)(=O)c2ccccc2)on1 (stereo unspecified)	0	0	0	0	.	-5	0.1	-1	-1	-6
42	CC(=O)c1ccc(S(=O)(=O)Nc2ccc(C(=O)NCC(c3ccccc3)N(C)C)cc2)cc1 (stereo unspecified)	-4	2	4	-3	0	-1	0.9	1	1	5
43	COc1ccccc1NC(=O)N1CCN(c2ncccn2)CC1	2	0	0	-8	-1	-1	0.0	-1	-1	-4
44	COc1ccc(C)cc1S(=O)(=O)N1CCCC(C(=O)NCC2CCCO2)C1 (stereo unspecified)	3	-4	-1	-5	-3	-1	-2.5	2	-1	-5
45	COc1ccc(-c2[nH]c3ccccc3c2SCCNC(=O)c2cc3ccccc3oc2=O)cc1	6	10	-1	3	-1	-8	-1.3	2	-3	3
46	CCCCCCSc1ccc(-c2nc3ccc(C)cn3c2NCc2ccccc2)cc1	6&-2	2&4	0&-4	12&21	-13	-4&-4	2.8&3.8	3&4	-3&-1	4&9
47	CCC(C(=O)Oc1c(C(C)C)cccc1C(C)C)c1ccccc1 (stereo unspecified)	2	7	-1	4	3	-1	0.5	3	3	3
48	CN(Cc1cccc(Cl)c1Cl)C(=O)CCNC(=O)c1ccco1	2	3	3	-3	7	-4	1.2	-2	0	0
49	COc1ccc(C(=O)N2CCCCC2C(=O)Nc2ccc(-n3nc(C)cc3C)cc2)o1 (stereo unspecified)	3	-3	0	5	-6	7	-1.0	3	1	-3
50	CCCCN(C(=O)C1CCCC1)c1c(N)n(Cc2ccccc2)c(=O)[nH]c1=O	-5	2	4	-10	1	6	-1.1	6	3	-4
51	CC(C)C(OC(=O)CCCC(=O)Nc1nccs1)C(=O)NC1CCCCC1 (stereo unspecified)	-4	-4	4	-4	4	3	-1.2	-8	0	2
52	O=[N+]([O-])c1ccc(NS(=O)(=O)c2ccccc2)c(Cl)c1	5	6	8	-14	-4	2	-1.9	-5	4	1
53	CC(=O)Nc1ccc(S(=O)(=O)N2CCN(C(=O)c3ncoc3-c3ccccc3)CC2)cc1	1	2	4	-4	2	0	-0.9	-2	0	-4
54	O=C(c1ccc(CS(=O)(=O)c2ccccc2)o1)N1CCOCC1	2	-1	-1	-3	-1	1	1.1	1	3	-4
55	COc1ccc(OC)c(C2C(C(N)=O)=C(C)Nc3nc(-c4cccc(Cl)c4)nn32)c1 (stereo unspecified)	-5	13	-2	-1	-10	-2	1.3	3	6	-1
56	COc1cc(/C=C/C(=O)O)cc(S(=O)(=O)NCCCC(=O)O)c1OC	0	-2	0	0	1	1	-3.2	-2	0	-1
57	CCOC(=O)CNc1ncc(C(F)(F)F)cc1Cl	6	1	1	-6	0	0	0.0	1	0	1
58	COC(=O)c1sccc1NC(=O)CCC1CCCCC1	-5	-1	1	-26	-7	4	-0.5	1	2	-6
59	O=C(NC(Nc1nc2ccc([N+](=O)[O-])cc2s1)(C(F)(F)F)C(F)(F)F)c1ccccc1	-11	8	1	-12	-1	4	-0.2	2	1	2
60	Cc1ccc(F)c(NC(=O)CCOc2ccccc2C)c1	-4	3	-5	-2	-7	1	-0.3	-1	-1	6
61	O=C(Cc1ccc([N+](=O)[O-])cc1)OCc1c(F)cccc1Cl	0	-5	-1	1	-8	-1	-0.7	-6	-3	3
62	COc1cccc(NC(=S)NCc2cccnc2)c1	-2	-1	-1	5	-2	1	-0.8	0	0	-3
63	CCOC(=O)CNC(=O)N1CCCC(N(C)CCc2ccccc2)C1 (stereo unspecified)	5	2	4	-6	5	0	0.1	-3	0	-5
64	Cc1ccc(NC(=O)COC(=O)c2ccc3c(c2)OCCO3)cc1	-1	1	-5	-6	-4	0	2.9	3	0	8
65	CC(C)(C)S(=O)(=O)c1c(C(=O)O)cccc1C(=O)O	-3	4	-1	-6	12	-2	0.6	-2	1	-13
66	COc1cccc(NC(=S)N(Cc2ccco2)C(C)c2ccco2)c1 (stereo unspecified)	8	0	-1	1	-4	-2	-2.8	-3	-2	0
67	O=S(=O)(Nc1nnc(C(F)(F)F)s1)c1ccc(Cl)cc1	1	23	5	-7	-4	1	0.7	2	1	2
68	COc1ccc(Cl)cc1NC(=O)CN(C)C(=O)CSc1ccc2c(c1)OCCO2	-5	1	3	-14	-1	7	-1.8	2	19	-1

Bioassay records: PubChem, several laboratories
